CCT modulator: changes cytosolic chaperonin activity. purified chaperonin ATPase assay, HTRF ADP detection, 30 min. AID 651819. 360,000 compounds, 0.3% hits. activity change, % (no concentration beside the values), hits read low; in the data active means activity change below about -30%; further: on the % scale 0 is the no-effect control and ±100 the full control effect
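ATPase activity: ADP formed was measured by HTRF Transcreener (665/615 nm ratio) after 30 min at 37 deg C with 10 uM ATP. Compounds screened at one 76 uM concentration against 40 or 20 nM TRiC in Tris pH 7.4/KCl/MgCl2/DTT buffer.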
HepG2 tox: kills HepG2 cells in TGF-b inhibitor counter-screen; HepG2 CAGA-GFP viability, ATP luminescence, 18 h; Potency, µM (doses to about 46.1 µM), for inactives: at the highest dose activity change, negative = cytotoxicity, usual class: cytotoxic; 410,000 compounds, 0.76% hits; further: potency means the concentration at half of the fitted maximal effect; some results filed as inactive show a strong effect at the top dose
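HepG2 CAGA-GFP cells (1000/well, DMEM with 1% FBS) received compound, then TGF-beta at 500 pg/mL final, and were incubated 18 hours at 37 degrees C. Viability was read by CellTiter-Glo luminescence. Media-only wells were set as complete cell-killing and DMSO as no toxicity.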
TGFb inhibitor: TGF-b pathway inhibition; HepG2 CAGA-GFP TGF-b/SMAD3 reporter, GFP fluorescence, 18 h; TGF-beta stimulated, 500 pg/mL final; Potency, µM (highest dose often 46.1 µM), inactives show at the highest dose activity, negative = inhibition, most hits filed as inhibitors; 410,000 compounds, 1.2% hits; AID 588855; further: potency means the concentration at half of the fitted maximal effect; on the % scale 0 is the no-effect control and ±100 the full control effect; nearly all actives have a fitted effect of over 65% in size
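Cell-based qHTS in HEPG2 carrying a CAGA-GFP Smad reporter; compounds added before 500 pg/mL final TGF-beta, 18 h incubation at 37 degrees C, GFP fluorescence quantified per cell by imaging cytometry.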
S2 tox: viability counter-screen for ATXN expression inhibitors. S2 cells (HEK-293 line with an ATXN2-luciferase reporter) viability, CellTiter-Fluor protease fluorescence, 24 h. Potency, µM (highest dose often 56.7 µM), most hits filed as cytotoxic. 400,000 compounds, 0.49% hits. AID 651635; further: potency means the concentration at half of the fitted maximal effect; nearly all actives have a fitted effect of over 40% in size
Akt phos inh: blocks phosphorylation of Akt. Neuro2A IGF-stimulated pAkt S473 HTRF, 20 min; hits give low values. AID 651550. 360,000 compounds, 0.32% hits. activity change, % for hits at 50 µM; in the data active means activity change below about -80%; inconclusive means mostly about -51% to -80%; further: on the % scale 0 is the no-effect control and ±100 the full control effect
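Single-point screen (50 µM final compound) in Neuro2A cells stimulated 20 min with 6 nM IGF at 37 deg C. After lysis, Ser473-phosphorylated Akt read by HTRF (ex 330 nm, em 615/665 nm) as the 665/615 ratio.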
A549 viability: kills or reduces viability of A549 cells in Nrf2 counter-screen. A549 ARE-Fluc cells, CellTiter-Fluor viability, 18-24 h. Potency, µM (series often up to 46 µM), without a hit: at the top dose activity change, negative = cytotoxicity, usual class: inhibitors. 390,000 compounds, 0.16% hits; further: potency means the concentration at half of the fitted maximal effect; on the % scale 0 is the no-effect control and ±100 the full control effect
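A549 ARE-Fluc cells in 5% FBS OPTI-MEM, 5000 cells/well, rested 2 h then exposed to compounds in concentration-response for 18-24 h at 37 °C. Viability by CellTiter-Fluor fluorescence (Ex 405/Em 525) after 30 min; luciferase luminescence (BugLite, 15 min, RT) read afterwards.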
Nrf2 activator: activates Nrf2 signaling. 410,000 compounds, 0.31% hits. AID 624171. Potency, µM (highest dose often 46.1 µM), for inactives: top-dose activation, hits mostly activators. AREc32 ARE-luciferase reporter (MCF7-derived line), luminescence, 24 h; further: potency means the concentration at half of the fitted maximal effect; % of control where 0% means no effect; nearly all actives have a fitted effect of over 65% in size
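Luminescent ARE reporter assay in AREc32_Fluc cells: overnight plating at 37 deg C, 24 hr compound incubation, Steady-Glo added, 30 min RT before reading.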
Nrf2 inh: Nrf2 pathway inhibition; A549 ARE-Fluc reporter, luciferase luminescence, 18-24 h; Potency, µM (titrated, usually from 46 µM), without a hit: top-dose activity change, negative = inhibition, hits mostly inhibitors; 360,000 compounds, 2.1% hits; AID 504444; further: potency means the concentration at half of the fitted maximal effect; on the % scale 0 is the no-effect control and ±100 the full control effect; nearly all actives have a fitted effect of over 60% in size
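A549 ARE_Fluc cells (5000/well, 5% FBS OPTI-MEM) pre-incubated 2 h, then treated with compounds 18-24 h at 37C/5% CO2 in concentration-response. CellTiter-Fluor viability read first; BugLite luciferase luminescence after 15 min at room temperature gives Nrf2 activity.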
Mm-Cpn inhibitor: blocks the Methanococcus maripaludis chaperonin Mm-Cpn; purified Mm-Cpn ATPase, ADP Transcreener TR-FRET; Potency, µM (titrated, usually from 76.9 µM), without a hit: at the top dose activity, negative = inhibition, most hits filed as inhibitors; 330,000 compounds, 0.031% hits; AID 504842; further: potency means the concentration at half of the fitted maximal effect; on the % scale 0 is the no-effect control and ±100 the full control effect; nearly all actives have a fitted effect of over 80% in size
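25 nM Mm-CPN + cpd, 10 min 37°C; + 10 uM ATP, 30 min 37°C; buffer 30 mM Tris pH 7.4, 100 mM KCl, 5 mM MgCl2, 1 mM DTT; Transcreener ADP HTRF detection 30 min RT.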
An asterisk follows results filed as active; i = inactive; ? = inconclusive; · = not tested or not shown. Unless noted, the call rests on the fitted dose curve; in most records, active means well fitted curve in the direction sought with a large enough effect; inconclusive means small, poorly fitted or top-dose-only effect, or another doubt; inactive means no such curve, though single readings can be large; an effect the other way counts as inactive or inconclusive.

SMILES	Nrf2 activator	TGFb inhibitor	Mm-Cpn inhibitor	S2 tox	Nrf2 inh	A549 viability	CCT modulator	HepG2 tox	Akt phos inh
CC1(C(=O)NC2CCN(Cc3ccccc3)CC2)CCN1Cc1ccc2ccccc2c1 (configuration not stated)	5.6%	?	·	i	·	·	-0.4	-19.4%	i
Cc1cccc(NC(=S)N/N=C/c2cccc(O)c2)c1C	0.1%	?	0.0%	i	1.8%	2.1%	-2.5	-16.9%	i
Cc1ccn2c(=O)nc(SCC(=O)OCc3ccccc3)nc2c1	-0.4%	0.2%	?	i	-0.6%	3.3%	-3.5	-11.6%	i
Cn1c(=O)c2c(nc(CN3CCN(CCO)CC3)n2Cc2cccc3ccccc23)n(C)c1=O	-0.2%	-2.7%	-1.1%	i	15.0%	24.6%	1.2	-3.9%	i
Cc1ccc(C)c(NC(=O)Cn2c(=O)n(Cc3ccc4c(c3)OCO4)c(=O)c3ccc(C(=O)NC4CCCCC4)cc32)c1	0.5%	-1.5%	·	i	5.8%	-2.5%	·	-1.3%	·
COc1ccc(C(=O)ON=C(C)c2nccs2)cc1	-0.5%	13.9%	·	i	·	·	-0.1	-20.2%	i
COC(=O)c1c(-c2ccc(C)cc2)csc1NC(=S)NC(=O)c1cc(OC)cc(OC)c1	-0.5%	0.0%	-2.6%	i	4.2%	-0.7%	1.6	13.7%	i
Cc1cccc(/C=C2/Sc3ccc(C(=O)NCCN4CCCC4)cc3NC2=O)c1	3.8%	?	0.6%	?	-3.6%	-4.5%	0.0	-131.3%	i
COc1ccc(OC)c(NC(=O)c2nc(S(=O)(=O)Cc3ccc(F)cc3)ncc2Cl)c1	2.8%	6.31µM*	·	·	?	?	·	8.91µM*	·
COc1cccc(-c2cnc3c(NC(C)=O)cc(-c4cccc(NC(C)=O)c4)cn23)c1	15.2%	-14.2%	·	?	·	·	0.4	-54.6%	i
CCc1cc[n+](C(C(=S)Nc2cccc(C)c2)=C([O-])c2ccc(C)c([N+](=O)[O-])c2)cc1	7.6%	-8.6%	·	i	7.6%	0.3%	1.4	-3.1%	i
COC(=O)c1ccc(NC(=S)NC2CC(C)(C)NC(C)(C)C2)cc1	0.2%	-3.8%	1.7%	i	16.9%	?	2.0	-3.9%	i
Cc1cccc(CNC(=O)C2CCC(=O)N(CCc3cccc(F)c3)C2)n1 (configuration not stated)	-0.7%	13.6%	0.9%	i	6.6%	-1.2%	-0.5	3.4%	i
CC1=C(C(=O)N(C(C)C)C(C)C)CC(CC(=O)NCCCN(C)C)C(=O)N1Cc1ccc(C(C)(C)C)cc1 (configuration not stated)	3.7%	?	·	i	·	·	1.6	-28.4%	i
COc1ccc(/C=N/Nc2cc(C)nc3c(C)cccc23)cc1	-2.8%	?	-7.6%	?	4.4%	-18.2%	-1.8	12.6µM*	i
CCN(C(=O)Cn1c(=O)oc2ccccc21)c1ccc(C)c(C)c1	-0.5%	-7.3%	1.2%	i	-5.1%	2.1%	-2.5	-22.5%	i
CC(C)(C)c1ccc(-c2nnc(-c3ccccc3NC(=O)c3ccc(F)cc3F)o2)cc1	0.1%	-20.7%	·	i	?	-1.8%	·	-23.1%	·
O=C(OCc1ccc(Cl)cc1Cl)c1ccncc1	-0.1%	0.5%	1.2%	i	?	-1.6%	-0.4	4.8%	i
COC(=O)c1ccc(C(=O)OC)c(NC(=S)N2CCN(c3cc(Cl)ccc3C)CC2)c1	-0.1%	-6.2%	0.9%	i	-1.0%	2.5%	0.1	-33.0%	i
CC(=O)CCSc1nnc(-c2cccc(S(=O)(=O)N3CCOCC3)c2)o1	0.3%	-0.8%	-7.9%	i	8.7%	-0.9%	1.8	-7.0%	i
O=C(O)c1cc(C(=O)O)cc(-c2ccc(/C=c3/sc4nc5ccccc5n4c3=O)o2)c1	-0.6%	13.9%	-8.6%	i	12.0%	-16.9%	-0.2	2.5%	i
O=C(Nc1ccccc1N1CCOCC1)c1ccc2nc[nH]c2c1	0.2%	-1.4%	-2.3%	i	?	-1.6%	-1.3	-2.1%	i
CCN(CC)CCNC(=O)C1(c2ccccc2)CCCCC1	-0.2%	5.6%	·	i	-1.5%	-4.8%	-1.5	8.5%	i
COc1ccc(NC(=O)CN(c2cc(C)cc(C)c2)S(=O)(=O)c2c(C)n[nH]c2C)cc1	2.3%	-2.5%	1.3%	i	5.2%	8.1%	-0.8	-24.6%	i

6 of these compounds in another layout.
The line under a structure holds: Nrf2 activator	TGFb inhibitor	Mm-Cpn inhibitor	S2 tox	Nrf2 inh	A549 viability	CCT modulator	HepG2 tox	Akt phos inh
> Cc1cccc(CNC(=O)C2CCC(=O)N(CCc3cccc(F)c3)C2)n1 (configuration not stated)
→ -0.7%	13.6%	0.9%	i	6.6%	-1.2%	-0.5	3.4%	i
> Cn1c(=O)c2c(nc(CN3CCN(CCO)CC3)n2Cc2cccc3ccccc23)n(C)c1=O
→ -0.2%	-2.7%	-1.1%	i	15.0%	24.6%	1.2	-3.9%	i
> COc1ccc(NC(=O)CN(c2cc(C)cc(C)c2)S(=O)(=O)c2c(C)n[nH]c2C)cc1
→ 2.3%	-2.5%	1.3%	i	5.2%	8.1%	-0.8	-24.6%	i
> COC(=O)c1ccc(NC(=S)NC2CC(C)(C)NC(C)(C)C2)cc1
→ 0.2%	-3.8%	1.7%	i	16.9%	?	2.0	-3.9%	i
> COc1ccc(OC)c(NC(=O)c2nc(S(=O)(=O)Cc3ccc(F)cc3)ncc2Cl)c1
→ 2.8%	6.31µM*	·	·	?	?	·	8.91µM*	·
> O=C(Nc1ccccc1N1CCOCC1)c1ccc2nc[nH]c2c1
→ 0.2%	-1.4%	-2.3%	i	?	-1.6%	-1.3	-2.1%	i

The results go on:
SMILES	Nrf2 activator	TGFb inhibitor	Mm-Cpn inhibitor	S2 tox	Nrf2 inh	A549 viability	CCT modulator	HepG2 tox	Akt phos inh
COc1ccc(-n2nc3c(c2NC(=O)CCCl)CSC3)cc1	?	0.0%	0.5%	i	3.0%	-4.4%	-0.6	3.6%	i
C#Cc1ccc([C@H]2C=C(C(=O)N3CCN(Cc4ccc5c(c4)OCO5)CC3)O[C@@H](OCC)[C@@H]2CCCO)cc1	7.8%	?	·	?	-16.9%	-1.8%	-1.2	-13.5%	i
CSc1ccc(NC(=O)c2cccnc2)cc1C#N	1.5%	8.5%	0.7%	i	-25.0%	-0.8%	-1.6	6.0%	i
CCCCc1ccc(S(=O)(=O)N/N=C(/C)c2ccncc2)cc1	2.5%	-18.8%	0.6%	i	-20.8%	-0.3%	-5.0	-0.1%	i
